Assay outcomes from PubChem.
CTSL1 counter = cathepsin L1 inhibition, PFM18AAP counter-screen | recombinant F. hepatica cathepsin L1, Z-Leu-Arg-MCA fluorescence | inhibition, % at 5.96 µM | 0.49% of 300,000 active | AID 1906;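 active = inhibition above the mean of all tested compounds plus 3 SD, set per screening campaign, cut at about 17% in these data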;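 note: 0% = plate median of test compound wells and 100% = 1 µM Z-Phe-Ala-diazomethylketone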
HCV core dimer = blocks dimerization of HCV core protein; TR-FRET GST/Flag-core106 dimerization, 1536-well; inhibition, % at 5 µM; 0.33% of 300,000 active;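 active = inhibition above the mean of all tested compounds plus 3 SD, set per screening campaign, cut at about 45% in these data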
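test system = GST/Flag-tagged HCV core106 proteins | probe or stimulus = Eu donor and XL665 acceptor anti-tag antibodies | times = compound-protein-antibody incubation 4 h at 22.5 °C | signal = TR-FRET, excitation 340 nm, emission 617 and 671 nm | measure = percent inhibition of core106 dimerization signal | controls = wells lacking GST-core106 and wells with excess unlabelled core106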
LYPLA2 counter = blocks human lysophospholipase 2, a PME1 counter-screen | O95372 | recombinant LYPLA2, FP-Rh probe fluorescence polarization | inhibition, % at 5.9 µM | 0.38% of 320,000 active;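 active = inhibition above the screen-wide mean plus 3 SD, limit set per campaign, cut at about 26% in these data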;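 note: 0% = LYPLA2 with DMSO and 100% = wells lacking LYPLA2 enzyme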
Target sequence (O95372 whole entry, looked up): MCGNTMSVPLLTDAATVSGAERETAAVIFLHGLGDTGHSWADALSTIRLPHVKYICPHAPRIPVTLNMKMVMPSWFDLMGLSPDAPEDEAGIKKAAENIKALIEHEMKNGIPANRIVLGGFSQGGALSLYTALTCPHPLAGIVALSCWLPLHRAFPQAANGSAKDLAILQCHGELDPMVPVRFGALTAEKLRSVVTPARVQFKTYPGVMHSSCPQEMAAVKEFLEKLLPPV
TPT1 inh = inhibitors of Candida albicans tRNA 2'-phosphotransferase TPT1; recombinant caTPT1, FP RNA substrate dephosphorylation; AID 1962; inhibition, % at 5 µM; 0.81% of 300,000 active;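 active = inhibition above the mean of all tested compounds plus 3 SD, set per screening campaign, cut at about 24% in these data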;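 note: plate controls were DMSO alone for no effect and ferristatin control at 100 nM for full effect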
PREPL inh = inhibitors of human prolyl oligopeptidase-like enzyme PREPL; Q4J6C6; inhibition, % at 5.96 µM; recombinant PREPL, fluorescence polarization activity-based probe; 0.68% of 320,000 active; in the data active = inhibition above about 43%;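 note: 0% = enzyme with DMSO and 100% = wells lacking enzyme; many of its hits are not listed in these tables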
Efflux pump mplx = antifungal efflux pump inhibition, Nile Red retention; S. cerevisiae Candida pump triplex; inhibition, % at 10 µM; 0.44% of 330,000 active; AID 485275;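 active = plate passing quality check with inhibition over a set limit, or well fluorescence over plate mean plus 4 SD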;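 note: Nile Red retained in pooled yeast measured as flow cytometry median fluorescence; 0% = buffer negative control and 100% = Enniatin B positive control; higher means more Nile Red kept so more efflux inhibition; some compounds called inactive have numbers as strong as hits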
PP1 counter = counter-screen for PP5 inhibitors: inhibitors of human PP1-alpha; P62136; purified PP1alpha, OMFP fluorescence; inhibition, % at 6.7 µM; 0.9% of 320,000 active;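 active = inhibition above the mean inhibition of all tested compounds plus 3 SD, computed separately for each screening campaign, cut at about 15% in these data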
Target sequence (P62136 whole entry, looked up): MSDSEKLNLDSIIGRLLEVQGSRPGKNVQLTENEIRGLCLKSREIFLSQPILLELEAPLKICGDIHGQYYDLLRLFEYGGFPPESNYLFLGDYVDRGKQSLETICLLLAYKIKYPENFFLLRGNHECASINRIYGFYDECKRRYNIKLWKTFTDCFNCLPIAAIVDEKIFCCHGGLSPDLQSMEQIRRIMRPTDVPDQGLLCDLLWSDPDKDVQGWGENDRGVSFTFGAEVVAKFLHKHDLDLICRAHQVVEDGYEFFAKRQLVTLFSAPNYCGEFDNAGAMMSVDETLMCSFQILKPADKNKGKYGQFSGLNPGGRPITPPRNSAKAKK
PP5 inh = blocks human protein phosphatase 5 activity; P53041; purified PP5c, OMFP substrate fluorescence; inhibition, % at 6.7 µM; 0.18% of 320,000 active; AID 1987;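 active = inhibition above the campaign's mean inhibition across all tested compounds plus 3 SD, cut at about 9.5% in these data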;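 note: 0% = DMSO only and 100% = 100 µM cantharidin control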
Target sequence (P53041 whole entry, looked up): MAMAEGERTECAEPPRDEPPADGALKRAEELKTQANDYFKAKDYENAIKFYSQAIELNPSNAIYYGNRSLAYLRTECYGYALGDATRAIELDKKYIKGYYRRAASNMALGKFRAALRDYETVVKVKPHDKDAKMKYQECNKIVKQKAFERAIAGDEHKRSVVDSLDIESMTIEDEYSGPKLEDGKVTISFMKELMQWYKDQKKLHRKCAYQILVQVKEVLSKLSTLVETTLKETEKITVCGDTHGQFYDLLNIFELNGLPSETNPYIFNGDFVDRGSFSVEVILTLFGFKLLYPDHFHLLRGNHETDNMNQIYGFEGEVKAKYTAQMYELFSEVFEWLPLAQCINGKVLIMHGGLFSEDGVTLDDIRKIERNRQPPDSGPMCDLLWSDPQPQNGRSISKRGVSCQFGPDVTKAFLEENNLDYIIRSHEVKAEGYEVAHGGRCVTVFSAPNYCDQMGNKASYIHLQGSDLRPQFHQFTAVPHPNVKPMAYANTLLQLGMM
JMJD2C inh = blocks human GASC-1 demethylase activity | Q9H3R0 | GST-JMJD2C(1-420) H3K9me3 demethylation, DELFIA europium | inhibition, % at 2.35 µM | 0.069% of 330,000 active;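 active = more than half of a compound's replicate wells show inhibition beyond 50%, single wells judged on their own value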;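 note: signal counts dimethyl H3K9 product captured on neutravidin plate; 0% = median of DMSO wells and 100% = 0.3 times that DMSO median; strong numbers were not always called active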
An asterisk follows results filed as active; nt = not tested or not shown; & = joins results of further samples. Only part of the results is shown; count on the stated rates, not on these rows.

SMILES	CTSL1 counter	HCV core dimer	LYPLA2 counter	TPT1 inh	PREPL inh	Efflux pump mplx	PP1 counter	PP5 inh	JMJD2C inh
O=C(CSc1nc2ccccc2[nH]1)NC1CCS(=O)(=O)C1 (stereo not given)	-2	-3	-2	2	4	-0.1	0	3.1	-3
COc1cccc(=O)c2c(C)n(-c3ccc(C(=O)O)cc3)c(C)c12	6	-1	2	-14	13	0.0	3	0.4	-27
C/C(=N\NC(=O)OC(C)(C)C)c1ccc[nH]1	3	-3	5	-2	17	-0.1	-2	-0.6	-8
O=[N+]([O-])c1ccc2c(c1)S(=O)c1ccccc1-2 (stereo not given)	0	-1	-3	-1	0	0.2	-1	-0.1	5
CCC(C)Nc1nc2c(c(=O)[nH]c(=O)n2C)n1CCC(C)C (stereo not given)	-2	-5	7	0	7	0.1	-2	3.9	-13
C=CCC1(CC=C)CCCN1C(=O)c1cc(COc2ccc(F)c(F)c2)on1	9	-3	-5	-1	7	0.3	2	2.1	-2
CC(C)N1C(=O)/C(=C\c2nc3ccccc3c(=O)[nH]2)c2ccccc21	2	2	2	0	14	-0.1	9	7.0	-10
CCN(CC(=O)NCc1cccs1)C(=O)c1ccc(S(=O)(=O)Nc2ccccc2Cl)cc1	nt	nt	2	nt	6	0.0	-6	-0.5	2
CC1CCCN(C(=O)COC(=O)CNC(=O)c2ccc(Br)cc2)C1 (stereo not given)	-5	3	-3	-2	-6	0.0	-7	-1.8	-2
O=C(Cn1c(C(F)(F)F)nc2ccccc21)Nc1ccccc1C(=O)O	0	1	3	-9	16	0.1	1	-0.1	4
CN(CC(=O)Nc1cccc(F)c1)CC(=O)Nc1cccc(S(=O)(=O)N2CCCCC2)c1	nt	nt	-3	nt	18	-0.1	0	6.9	-3
COc1cc(S(=O)(=O)NCc2ccc(F)cc2)ccc1-n1cnnn1	7	6	-2	-1	-6	0.0	-5	-1.9	-2
CCCNC(=O)C(Cc1ccccc1F)NC(=O)c1ccc(C#N)cc1 (stereo not given)	nt	nt	4	nt	7	-0.1	-4	-0.5	3
Oc1c(C=Nc2cccc3nsnc23)ccc2ccccc12	7	9	2	7	6	0.2	0	4.1	12
CC1CCCN(C(=O)COC(=O)CSc2ccc(C(N)=O)cc2[N+](=O)[O-])C1 (stereo not given)	-5	6	4	2	4	0.0	-8	1.9	-2
CCOc1ccc(-c2cccc(NC(=O)c3ccco3)c2)nn1	-3	4	-2	1	-3	-0.1	-6	1.2	-10
COc1ccc(CC(C)N2CCN(c3ccccc3)CC2)cc1OC (stereo not given)	-2	-1	-2	-2	12	0.1	-5	2.9	-1
N#Cc1ccc(OCC(=O)Nc2nc(-c3cccnc3)cs2)cc1	nt	nt	-7	nt	2	0.0	5	1.3	-1
O=C(CSc1ccc([N+](=O)[O-])cc1)NCC1CCCCC1	-4	5	1	1	-3	0.1	-6	-3.5	-3
CC(C)(CN1CCc2ccccc2C1)NS(=O)(=O)c1ccc(Cl)cc1	4	-1	1	0	-25	-0.1	1	4.9	3
O=C(COC(=O)CCCOc1ccc(Cl)cc1Cl)Nc1cccc(Cl)c1	-3	1	-51	-1	-31	-0.3	0	2.6	-3
C=CCSc1nc2sc3c(c2c(=O)[nH]1)CC(C)(CC)OC3 (stereo not given)	-1	2	1	-2	-2	0.4	-2	0.0	-3
Cc1cccc2cc(CN(Cc3ccc(F)cc3)C(=O)N3CCOCC3)c(=O)[nH]c12	1	-2	-6	-2	3	0.1	-4	-0.8	117
COc1ccc(NC(=O)CC2C(=O)N(c3cccc(OC)c3)C(=O)N2C(C)C)cc1 (stereo not given)	1	14	-1	-5	1	-0.2	2	-1.7	-16
Cc1cc(C)c(C)c(S(=O)(=O)NC(C)C(=O)O)c1C (stereo not given)	-4	-2	4	1	-14	0.0	-4	-0.2	6

The results go on:
SMILES	CTSL1 counter	HCV core dimer	LYPLA2 counter	TPT1 inh	PREPL inh	Efflux pump mplx	PP1 counter	PP5 inh	JMJD2C inh
COc1ccc(Cl)cc1C(=O)Nc1ccc(NC(C)=O)cc1	13	1	2	-5	16	0.0	2	-7.1	-13
O=C(CSC1=NCCS1)Nc1nc2c(s1)CCCC2	2	3	-5	9	6	0.0	-1	0.4	11
CN(C)CCOC(=O)/C(=C/c1cn(C)c2ccccc12)NC(=O)c1ccccc1	4	-6	2	7	17	0.0	-1	4.0	-8
Cc1ccc2c(c1)COc1c3ccc(C(=O)N4CCOCC4)cc3nn1-2	-1	2	3	2	-2	0.0	-8	1.3	3
ClC1(Cl)CC1CSc1nnc(-c2ccncc2)o1 (stereo not given)	-3	1	-1	-2	-1	-0.1	0	1.6	5
COc1ccc(N2C(=O)C3CCCN3C2c2cc(OC)c(OC)c(OC)c2)cc1 (stereo not given)	-6	8	-5	1	-4	0.5	-16	2.9	-2
O=S1(=O)CCC(N=Cc2cc(Br)ccc2O)C1 (stereo not given)	2	-3	-1	1	1	-0.2	-2	-1.3	-2
COc1ccc(-c2nc(C#N)c(N3CCCCC3)o2)cc1	6	-17	-1	1	21	0.7	-3	3.6	-25
Cc1csc(NC(=O)c2ccc(C)s2)n1	0	16	-4	10	14	0.1	0	-0.9	-4
COc1ccccc1N1CCN(C(=O)/C=C/c2c(Cl)nc3ccccn23)CC1	2	-7	3	-1	14	-0.1	-6	4.7	-3
CCOc1ccccc1NC(=O)Cn1c(=O)sc2ccccc21	-3	-2	-4	0	3	0.2	-6	-2.1	-18
CCOc1cc2c(cc1/C=C/C(=O)O)OC(C)C2 (stereo not given)	6	-5	7	0	12	-0.1	-1	2.6	4
Cc1ccc2nc(-c3ccc(NC(=O)COC(=O)c4ccc(=O)[nH]c4)cc3)sc2c1	-4	-1	-16	0	-4	-0.2	6	3.5	-2
Cc1ccc(N=CNc2ccc(C)cc2C)c(C)c1	2	0	-8	1	-7	0.2	-5	-0.7	3
NNc1nc2sc3c(c2c(=O)n1C1CCCCC1)CCN(Cc1ccccc1)C3	0	10	5	15	19	0.1	6	3.3	15
COc1ccc(CCNC(=O)/C=C\c2ccccc2)cc1OC	-4	-4	2	1	-9	-0.1	-1	-0.1	-7
COc1cccc(N2C(=O)CN(Cc3cc(OC)c(OC)c(OC)c3)C2=S)c1	1	-2	-2	-3	11	-0.4	1	-0.5	-2
CCOC(=O)c1cccc(NC(=O)c2cncc(Br)c2)c1	-2	-9	-6	-2	-2	0.0	-4	2.6	-4
O=C(CCSc1ccccc1)OCn1nnc2ccccc2c1=O	-76	4	5	-7	-3	-0.2	-2	3.7	0
COc1cccc(OCC(=O)N(C)Cc2nc(-c3ccccc3)no2)c1	-5	-145	-2	-1	5	-0.1	-1	-0.7	-5
COc1ccc(CCNC(=O)CSc2nc3[nH]ncc3c(=O)n2-c2ccc(Br)cc2)cc1OC	-1	-5	-5	-4	2	-0.1	3	-1.4	0
CS(=O)(=O)N(CC(=O)N1CCC(C(N)=O)CC1)c1cc(C(F)(F)F)ccc1Cl	-1	1	-2	0	-3	0.0	-2	0.0	24
CC(OC(=O)c1ccc(Cl)nc1)C(=O)N1CCc2ccccc21 (stereo not given)	-5	-1	12	0	10	0.1	-5	-1.0	12
COc1cc(CN2CCCC(CO)(Cc3ccccc3)C2)ccc1O (stereo not given)	-8	0	-4	1	1	0.1	0	1.8	8
CC(=O)c1c(O)cc2n(c1=O)-c1ccc(Cl)cc1C2(C)C	3	16	-1	11	0	-0.5	1	1.6	6

Some of the entries so far, with two lines to a compound:
Below each SMILES – CTSL1 counter | HCV core dimer | LYPLA2 counter | TPT1 inh | PREPL inh | Efflux pump mplx | PP1 counter | PP5 inh | JMJD2C inh
O=S1(=O)CCC(N=Cc2cc(Br)ccc2O)C1 (stereo not given)
 : 2 | -3 | -1 | 1 | 1 | -0.2 | -2 | -1.3 | -2
O=C(CSC1=NCCS1)Nc1nc2c(s1)CCCC2
 : 2 | 3 | -5 | 9 | 6 | 0.0 | -1 | 0.4 | 11
Cc1ccc2c(c1)COc1c3ccc(C(=O)N4CCOCC4)cc3nn1-2
 : -1 | 2 | 3 | 2 | -2 | 0.0 | -8 | 1.3 | 3
O=C(CCSc1ccccc1)OCn1nnc2ccccc2c1=O
 : -76 | 4 | 5 | -7 | -3 | -0.2 | -2 | 3.7 | 0

Carrying on:
SMILES	CTSL1 counter	HCV core dimer	LYPLA2 counter	TPT1 inh	PREPL inh	Efflux pump mplx	PP1 counter	PP5 inh	JMJD2C inh
CCOc1cc(N2CCOCC2)c(OCC)cc1NC(=O)COC(=O)CCOc1ccc(C(C)(C)C)cc1	7	2	7	1	6	-0.2	-3	-0.3	3
CSc1ncc(F)c(N(CCO)CCO)n1	-4	-7	3	-2	4	-0.1	-1	-0.4	5
COc1ccc(NC(=O)CCCn2cnc3ccccc3c2=O)c(OC)c1	-1	-2	-1	1	9	0.3	-3	2.5	8
Cc1ccc(-c2nn(C)c(=O)c3ccccc23)cc1S(=O)(=O)NCCN1CCOCC1	-2	5	7	0	14	0.2	-1	0.5	3&0
O=C(N/N=C/c1cn(-c2ccccc2)nc1-c1ccc(F)cc1)c1ccc(Br)o1	6	27	-19	7	11	0.1	-3	2.4	4
CCNS(=O)(=O)c1ccc(C(=O)OCC(=O)N2CCCc3ccccc32)cc1	nt	nt	3	nt	16	0.0	2	3.7	10
CCCCOc1ccc(N=Nc2ccc(N)nc2N)cn1	2	-12	7	5	5	0.4	-4	5.4	-15
Cc1ncc(C[n+]2csc(C)c2C)c(N)n1	-3	-2	1	-5	-3	-0.1	-7	-0.9	-6
CCc1cccc(CC)c1NC(=O)c1ccccc1	0	-4	3	-2	7	-0.4	2	0.2	-2
Nn1c(SCC(=O)Nc2nccs2)nnc1-c1cccnc1	nt	nt	-4	nt	8	0.1	1	0.8	5
CCS(=O)(=O)c1nc(S(=O)(=O)c2ccc(Cl)cc2)c(NCCCN2CCCC2=O)s1	1	-9	3	2	8	0.3	-2	0.6	-3
COc1cccc(/C=C/C(=O)N2CCN(c3n[nH]c(=O)[nH]c3=O)CC2)c1OC	6	-12	1	-2	12	-0.2	4	-0.9	7
Cc1ccnc2nc(C(=O)OCC(=O)NC(=O)NCc3ccco3)nn12	2	-4	0	-2	21	-0.2	-4	-3.2	3
O=C(NCCCN1CCCC1)Nc1cccc2ccccc12	1	-2	-1	3	30	-0.1	3	4.8	-4
NS(=O)(=O)Cc1noc2ccccc12	-1	0	3	-3	-2	0.0	-2	0.7	37
Cc1ccc(N2CC(C(=O)N3CCc4ccccc43)CC2=O)cc1 (stereo not given)	4	1	-4	-1	3	0.1	-4	3.3	-10
Cc1ccc(NC(=O)CN2CCOCC2)cc1Cl	-5	4	3	-3	6	0.0	0	0.9	-2
COc1ccc(OC2CCN(S(=O)(=O)c3ccc(C(C)=O)cc3)CC2)cc1	2	4	17	-2	-14	0.1	1	3.6	4
COc1ccc(OC)c(-c2cc(C(=O)Nc3c(C)nn(Cc4ccccc4)c3C)no2)c1	2	-2	61*	-1	-11	0.1	0	5.5	5
Cc1ccccc1C(=O)Nc1ccc(N2CCN(C(=O)c3ccco3)CC2)cc1	-1	11	17	1	0	-0.1	-1	0.5	-11
CC(=O)Nc1ccc(S(=O)(=O)Nc2ccccc2C(=O)N2CCCCCC2)cc1	4	-9	-5	-3	16	-0.1	-3	1.2	-4
Cc1ccc2ncnc(NCCCCCC(=O)O)c2c1	-1	-4	3	-3	-5	0.0	-1	1.7	-7
O=C(CCCOc1ccccc1)N1CCN(C(=O)c2ccco2)CC1	1	1	-3	-3	6	0.1	-3	0.1	6
Cc1[nH]n(-c2ccccc2)c(=O)c1C1(C(F)(F)F)C(=O)N(c2ccccc2)C2=C1C(=O)CC(C)(C)C2 (stereo not given)	-1	1	-4	2	6	0.2	-1	-1.2	12
